# Screens deposited in PubChem by National Center for Advancing Translational Sciences (NCATS).
# HCMV antiviral: inhibitors of human cytomegalovirus; HFF cells, HCMV-luciferase reporter, 72 h; hits give low values; activity change, negative = inhibition, % at 57.5 µM; actives 4.5% (n = 410,000); AID 1259415; in the data active means activity change below about -60%; inconclusive means no clear call, values can overlap the other calls; inactive means above about -39%
#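 Cell-based, HFFs, 1000 cells/well, 16 h 37C; cpds in DMSO + HCMV-luc, MOI 1 PFU/cell; 72 h 37C; OneGlo luminescence after 5 min RT; norm. to buffer vs Salinomycin 10uM.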
# AMA1-RON2 inh: inhibitors of Plasmodium falciparum AMA1-RON2 interaction. AID 720542. Potency, µM (series often up to 58.2 µM), for the others: top-dose activity change, negative = inhibition, usual class: inhibitors. AlphaScreen AMA1-biotinylated RON2 peptide binding. actives 0.2% (n = 360,000);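 further: potency means the concentration at half of the fitted maximal effect; 0% = vehicle wells and -100% = peptide control; nearly all actives have a fitted effect of over 45% in size; some results filed as inactive show a strong effect at the top dose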
#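 AMA1 (3D7) with his tag at 25 nM final met compounds first, then biotinylated RON2 peptide at 25 nM; detection used donor plus acceptor beads, 10 µg/mL apiece, read by AlphaScreen after 30 min at room temperature.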
# AmpC detergent: AmpC beta-lactamase inhibition with detergent present. AmpC hydrolysis of nitrocefin, absorbance 480 nm, 0.01% Triton. Potency, µM (top dose mostly 114 µM), for inactives: at the top dose activity change, negative = inhibition, usual class: inhibitors. actives 0.041% (n = 370,000). AID 485294;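 further: potency means the concentration at half of the fitted maximal effect; 0% = no-compound wells and -100% = no-enzyme wells; nearly all actives have a fitted effect of over 25% in size; some results filed as inactive show a strong effect at the top dose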
# Target sequence (P00811 whole entry, looked up): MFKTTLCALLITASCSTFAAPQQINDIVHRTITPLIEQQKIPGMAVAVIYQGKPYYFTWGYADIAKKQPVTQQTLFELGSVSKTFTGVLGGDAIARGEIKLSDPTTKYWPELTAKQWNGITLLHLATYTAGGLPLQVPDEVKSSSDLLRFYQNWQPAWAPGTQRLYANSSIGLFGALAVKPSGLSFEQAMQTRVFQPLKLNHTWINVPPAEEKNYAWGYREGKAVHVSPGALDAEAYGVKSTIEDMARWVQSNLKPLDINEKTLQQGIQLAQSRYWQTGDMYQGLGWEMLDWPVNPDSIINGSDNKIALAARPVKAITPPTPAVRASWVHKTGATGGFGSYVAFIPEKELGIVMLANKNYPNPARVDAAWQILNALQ
#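 20 mM phosphate pH 7.0 + 0.01% (detergent screen) or 0.0001% Triton X-100; 5.3 nM AmpC reagent; cpd preinc 15 min RT; nitrocefin (800 uM stock) to start; A480 q20 s × 4 min; Activity was normalised to no-enzyme and no-compound control wells.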
# Tb PYK inh: blocks Trypanosoma brucei pyruvate kinase; Potency, µM (top dose mostly 76.8 µM), without a hit: top-dose activity, negative = inhibition, most hits filed as inhibitors; Q57TT1; TbPYK enzyme, Kinase-Glo Plus ATP luminescence, 45 min; actives 0.12% (n = 410,000); further: potency means the concentration at half of the fitted maximal effect; nearly all actives have a fitted effect of over 50% in size
#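 Activity of T. brucei pyruvate kinase was followed by Kinase-Glo Plus luminescence after the enzyme reacted 45 min at room temperature with 130 uM ADP (final) and substrate. Test compounds were added before ADP at multiple concentrations.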
# AmpC inh no detg: inhibitors of E. coli AmpC beta-lactamase without detergent. actives 0.52% (n = 330,000). AmpC nitrocefin hydrolysis, absorbance 480 nm, 0.0001% Triton. Potency, µM (titrated, usually from 57.1 µM), without a hit: top-dose activity change, negative = inhibition, most hits filed as inhibitors;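 further: potency means the concentration at half of the fitted maximal effect; plate controls were no compound for no effect and no enzyme for full effect; nearly all actives have a fitted effect of over 20% in size; some results filed as inactive show a strong effect at the top dose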
#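 AmpC (5.3 nM in the dispensed reagent) in 20 mM phosphate pH 7.0 with 0.01% (detergent screen) or 0.0001% Triton X-100 was preincubated with compounds for 15 min at room temperature. Nitrocefin was then added from an 800 uM solution, and hydrolysis was followed at 480 nm.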
# LmPK inhibitor: blocks Leishmania mexicana pyruvate kinase activity | Q27686 | purified LmPK, Kinase-Glo ATP luminescence, 1 h | Potency, µM (doses to about 57.5 µM), inactives show at the highest dose activity change, negative = inhibition, most hits filed as inhibitors | actives 0.37% (n = 290,000); further: potency means the concentration at half of the fitted maximal effect
# Target sequence (Q27686 whole entry, looked up): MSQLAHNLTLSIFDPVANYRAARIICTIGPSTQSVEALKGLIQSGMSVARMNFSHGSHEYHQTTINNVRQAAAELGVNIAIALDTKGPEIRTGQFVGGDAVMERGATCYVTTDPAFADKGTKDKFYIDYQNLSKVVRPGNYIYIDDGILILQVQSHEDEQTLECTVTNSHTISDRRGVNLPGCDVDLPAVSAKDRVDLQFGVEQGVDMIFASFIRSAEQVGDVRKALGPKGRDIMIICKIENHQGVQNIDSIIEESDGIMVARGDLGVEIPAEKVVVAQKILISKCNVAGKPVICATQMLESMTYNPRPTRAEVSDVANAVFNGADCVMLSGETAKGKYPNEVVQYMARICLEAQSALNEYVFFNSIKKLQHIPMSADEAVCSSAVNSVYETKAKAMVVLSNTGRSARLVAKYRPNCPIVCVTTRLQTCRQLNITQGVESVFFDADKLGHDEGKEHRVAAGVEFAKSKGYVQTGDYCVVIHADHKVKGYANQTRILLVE
#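 qHTS format; LmPK 0.1 nM; substrates PEP 0.5 mM and ADP 0.1 mM. One-hour room-temperature incubation, then coupled luciferase luminescence; 0.5 nM enzyme wells mark activation.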
# Sm TGR block: inhibitors of Schistosoma mansoni thioredoxin glutathione reductase; Q962Y6; Potency, µM (highest dose often 114 µM), inactives show at the highest dose activity change, negative = inhibition, actives largely listed as inhibitors; purified TGR, DTNB reduction, TNB absorbance 405 nm; actives 3% (n = 360,000); further: potency means the concentration at half of the fitted maximal effect; nearly all actives have a fitted effect of over 60% in size
#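 Kinetic colorimetric format: TGR-catalysed, NADPH-driven DTNB reduction monitored via TNB absorbance. Enzyme dispensed at 20 nM; compound exposure 15 min at room temperature before reaction start.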
# The depositor's hits bear a star; ? = inconclusive; · = not tested or not shown; & = joins results of further samples; [ ] = another dose, or the depositor's remark. Unless noted, the call rests on the fitted dose curve; in most records, active means well fitted curve in the direction sought with a large enough effect; inconclusive means small, poorly fitted or top-dose-only effect, or another doubt; inactive means no such curve, though single readings can be large; an effect the other way counts as inactive or inconclusive. Unless noted, on the % scale 0 is the no-effect control and ±100 the full control effect.
SMILES	HCMV antiviral	AMA1-RON2 inh	AmpC detergent	Tb PYK inh	AmpC inh no detg	LmPK inhibitor	Sm TGR block
COc1cc(OC)cc(-c2c(-c3cccs3)c3cc(-c4ccn[nH]4)ccc3n2C)c1	11	-13%	-8%	0%	0%	·	-24%
COc1ccc(-c2noc(C3CCCN(C(=O)c4cccc(F)c4)C3)n2)cc1 (stereo not given)	-22	-3%	?	-3%	44%	1%	-15%
Cc1c(Cl)cccc1NC(=S)NCCC(C)C	17	58%[activator]	0%	0%	-13%	4%	-1%
COCCNC(=O)Cn1c(=O)n(Cc2ccc(C(=O)NCCc3ccc(OC)c(OC)c3)cc2)c(=O)c2ccccc21	?	-2%	0%&-6%	-1%&1%	197%[activator]	3%	7%&0%
COc1ccc(OC)c(/C=C2\NC(=O)NC2=O)c1	-81*	-10%	?	4%	-10%	0%	0%
CCn1c(=N)c(C(=O)NC2CCCCC2)cc2c(=O)n3cccc(C)c3nc21	5	·	1%	5%	·	·	-9%
Cc1ccc(C(=O)Nc2ccc(N3CCN(S(C)(=O)=O)CC3)cc2)cc1	21	2%	?	-9%	-14%	-9%	-9%
O=C(NCCc1ccccc1)C1CCCN1S(=O)(=O)c1ccc(Cl)cc1 (stereo not given)	14	33%[activator]	-8%	19%	20%	2%	9%
Cc1ccc([C@@H]2C[C@H]3[C@@H](CN2S(=O)(=O)c2ccc(C)cc2)C(=O)C[C@@H](c2cccc(Cl)c2)N3S(=O)(=O)c2ccc(C)cc2)cc1	-34	1%	·	-3%	·	·	·
CCCCc1nnc(NC(=O)CN2C(=O)NC3(CCCCC3)C2=O)s1	-4	-11%	-2%	1%	-4%	-4%	3%
O=C(NCCS(=O)(=O)N1CCN(c2ccccc2F)CC1)c1ccc(Cl)cc1	-26	-5%	-13%	-2%	-17%	·	-2%
O=c1c2c3c(sc2nc2n1CCCCC2)CCCCC3	·	·	?	·	?	-4%	-8%
CC(=O)Nc1cc(-c2cccc(C(=O)NCCN(C)C)c2)cn2c(-c3ccc(S(C)(=O)=O)cc3)cnc12	4	0%	·	4%	·	·	·
O=C(CN1C(=O)c2ccc(Br)cc2C1=O)NCC1CCCO1 (stereo not given)	-2	14%	-1%	5%	-1%	-5%	9%
CC(Oc1ccccc1)C(=O)N1CCN=C1SCc1cccc(F)c1 (stereo not given)	-11	5%	3%	3%	17%	5%	11%
COc1ccccc1C(=O)NNC(=O)c1cc2ccccc2cc1O	41	96%[activator]	·	5%	·	·	·
COc1ccc(CCN2CC(C(=O)N(C)Cc3ccccn3)CCC2=O)cc1 (stereo not given)	0	-6%	·	-6%	·	·	·
O=C(CCCOc1ccccc1)NCCc1nc2ccccc2[nH]1	13	-6%	10%	-7%	-5%	2%	-4%
Cc1csc2nc(-c3ccc(NS(=O)(=O)c4cc(F)ccc4F)cc3)cn12	-22	·	-1%	-16%	·	·	3%
Cc1ccccc1NC(=O)N1CCc2cc(S(=O)(=O)N3CCC(C)CC3)ccc21	2	·	22%	-3%	·	·	-2%
CNS(=O)(=O)c1cccc(C(=O)OCC(=O)c2cc(C)n(CC3CCCO3)c2C)c1 (stereo not given)	11	14%[11.6 µM]	?	5%	18%	·	-4%
O=C(N/N=C/c1ccccc1[N+](=O)[O-])c1ccc2nc[nH]c2c1	50	11%	4%	-3%	-16%	-3%	1%
CCOc1ccc(OCCC(=O)OCC(=O)NC(C)c2ccccc2)cc1 (stereo not given)	36	0%	?	-8%	3%	·	4%
CN(CC(=O)NNC(=O)CNC(=O)c1ccccc1F)S(=O)(=O)c1ccc(Cl)cc1	21	97%[activator]	-11%	3%	-14%	·	1%

# Some entries already given with just Tb PYK inh and AMA1-RON2 inh.
SMILES	Tb PYK inh	AMA1-RON2 inh
COc1ccccc1C(=O)NNC(=O)c1cc2ccccc2cc1O	5%	96%[activator]
COc1ccc(CCN2CC(C(=O)N(C)Cc3ccccn3)CCC2=O)cc1 (stereo not given)	-6%	-6%
O=C(CCCOc1ccccc1)NCCc1nc2ccccc2[nH]1	-7%	-6%

# Additional records:
SMILES	HCMV antiviral	AMA1-RON2 inh	AmpC detergent	Tb PYK inh	AmpC inh no detg	LmPK inhibitor	Sm TGR block
COc1cc(OC)cc(-c2c(-c3cccs3)c3cc(-c4ccc(OCc5ccccc5)cc4)ccc3n2C)c1	1	1%	·	3%	-14%	·	·
OCCN(CCO)c1cc2c3ccccc3ccc2c2ccccc12	-22	-2%	·	4%	·	·	·
COc1ccc(NC(=O)c2cc(=O)[nH]c(=O)[nH]2)cc1S(=O)(=O)Nc1ccccc1Cl	28	5%	-4%	1%	-39%	4%	6%
O=C(CN1C(=O)CSc2ccccc21)N1CCc2ccccc21	5	2%	1%	-7%	-20%	-2%	-11%
Cc1cc(NC(=O)CCCSc2nc(-c3ccco3)cc(C(F)(F)F)n2)no1	10	6%	?	-4%	-16%	-1%	-26%
Cn1cccc1Cc1nnc(SCC(=O)Nc2ccc3c(c2)OCCO3)n1-c1ccc(F)cc1	-10	-2%	-13%	-2%	26%	-3%	?
CC1CCN(C(=O)CC#N)CC1	28	-3%	-7%	-3%	-1%	-5%	2%
COc1ccc(C(O)(CCN2CCOCC2)c2ccccc2)cc1 (stereo not given)	-18	-4%	1%	-4%	-2%	0%	?
CCCCn1nnnc1C(c1cc2ccccc2o1)N(CCC#N)Cc1ccccc1 (stereo not given)	1	1%	·	7%	·	·	·
CC(=O)N(OCc1ccc(OC(C)C)c(Cl)c1)C(C)=O	0	-17%	1%	1%	11%	-1%	4%
CC1(C)Cc2ccccc2-c2nnc(-c3ccco3)n21	-7	12%	-1%	1%	-16%	2%	11%
CC1CCN(C(=O)CCCl)c2ccccc21 (stereo not given)	-34	4%	·	1%	·	·	·
Cc1c(NC(=O)c2cc([N+](=O)[O-])ccc2N2CCOCC2)cccc1-c1nc2ccccc2o1	-21	·	-1%	1%	·	·	12%
COc1ccc(N2CN=C3SCC(=O)N3C2)cc1	29	0%	2%	0%	-14%	5%	-32%
CCO[C@@H]1OC(C(=O)NC2CC2)=C[C@H](c2csc3ccccc23)[C@H]1CCCO	0	0%	8%	-13%	133%[activator]	5%	1%
Cc1nc2ccn(Cc3cccnc3)c(=O)c2cc1C(=O)NCc1ccc(Cl)cc1	-19	·	5%	3%	·	·	12%
CC1(CCC(=O)N2CCCC(N3CCN(c4cccc(C(F)(F)F)c4)CC3)C2)CC1 (stereo not given)	-29	8%	?	13%	204%[activator]	10%	-9%
O=C(CSc1nnnn1-c1ccccc1)NC(=O)Cc1ccccc1	39	3%	?	4%	-21%	·	-5%
CCOC(=O)C(CC)Sc1nnc2c3cc(C)ccc3n(C)c2n1 (stereo not given)	-1	3%	?	-2%	115%[activator]	4%	12%
Cc1ccc(-n2ncc3c(NCc4ccccc4)ncnc32)cc1C	27	·	-3%	-2%	·	·	-2%
CCOC(=O)Cc1cnc(NC(=O)CSc2nc(N)cc(=O)[nH]2)s1	?	-5%	5%	-14%	-19%	4%	-8%
CCc1ccccc1NC(=O)CSc1nnc(-c2ccc(OC)cc2)s1	0	·	3%	1%	·	·	1%
Cc1cc(C)n2c(SCC(=O)N(CC(C)C)c3c(N)n(CC(C)C)c(=O)[nH]c3=O)nnc2n1	-37	-4%	-3%	-23%	30%	-6%	-12%
CC(C)CCNC(=O)NC(=O)CSc1nnc(-c2ccccc2F)n1N	54	6%	-2%	-2%	-3%	0%	-2%
CCOC(=O)Cc1csc(NC(=O)CSc2nnc(-c3ccc(F)cc3)o2)n1	-25	48%[activator]	-17%	3%	-17%	1%	-8%
COc1ccc(-n2nc(C(=O)O)nc2-c2ccccc2)cc1	13	-2%	?	9%	-19%	2%	-3%
CCc1cc(=O)oc2cc(C)cc(OCC(=O)NCc3cccnc3)c12	10	0%	-10%	0%	2%	-11%	10%
NC(=O)CC12CC3CC(C1)CC(CC(N)=O)(C3)C2	19	-1%	-1%	-5%	-9%	-6%	6%
CCn1c(SCC(=O)NC2CCCCC2)nnc1-c1ccccc1F	-30	3%	-13%	-5%	3%	-6%	0%
CCOC(=O)C1=C(O)/C(=C\c2cccc(OC)c2)N=C1C	34	-5%	-3%	-6%	-5%	-4%	1%
COc1cccc(Cn2cc(C(=O)c3ccc(Cl)cc3)c(=O)c3ccccc32)c1	-35	·	-2%	5%	·	·	30%
Cc1ccc2nc(NC(=O)COc3ccc(F)cc3)sc2c1	15	·	-2%	-1%	·	·	9%
COc1ccc(OC)c(NC(=O)COc2coc(CN3CCc4ccccc43)cc2=O)c1	-22	-29%	-15%	2%	-16%	·	-3%
C=CCN1C(=O)C2C(C(=O)NC3CCCC3)C3C=CC2(O3)C1C(=O)NC1CCCC1 (stereo not given)	-19	0%	5%	2%	0%	-7%	-4%
CC(=O)Nc1cccc(C(=O)NN2C(=O)NC3(CCC(C)CC3)C2=O)c1 (stereo not given)	34	0%	·	6%	·	·	·
O=C(CSc1nnc(CCc2nc3ccccc3[nH]2)n1-c1ccccc1)NCc1ccco1	16	-1%	1%	1%	0%	1%	-17%
COc1ccc(NC(=O)CN(C)C(=O)CC2CCCC2)cc1	-20	-5%	?	5%	-2%	·	-1%
CC(=O)Cc1nsc(NC(=O)c2ccc(-c3ccc(Cl)cc3Cl)o2)n1	57	28%	-10%	-8%	-23%	4%	-5%
COc1cc(S(=O)(=O)NCc2ccc(F)cc2)ccc1-n1cnnn1	-37	0%	-7%	-2%	-15%	-2%	5%
COc1ccc(C(C)NC(=O)c2ccccc2)cc1 (stereo not given)	-25	-5%	-11%	6%	-12%	-1%	-1%
CC(O)(c1ccccc1)c1nc(-c2ccc3c(c2)OCO3)cs1 (stereo not given)	16	9%	·	1%	·	·	·
CCOC(=O)C1(CC2CCCCO2)CCN(Cc2nc(-c3cccs3)oc2C)CC1 (stereo not given)	-27	-5%	-7%	-4%	81%[activator]	-1%	?
